# E-sel inducer – induces E-selectin expression in human endothelial cells | activation, % at 7.58 µM | 260,000 tested, 0.37% active | HUVEC E-selectin immunofluorescence imaging; normalized: neutral wells 0, TNF-alpha wells 100;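 active means mean E-selectin-positive cell signal at least 10% of the positive control, reached in at least 60% of replicates, without over 20% cell loss; inconclusive means no rule given, readout overlaps actives, possibly toxicity-flagged; inactive means the rest, including those meeting only one limit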;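 further: in these data hits start at about 27%; measured in HUVEC primary endothelial cells; signal is the percent of cells scored E-selectin positive by PE staining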
# Target sequence (P16581 whole entry, looked up): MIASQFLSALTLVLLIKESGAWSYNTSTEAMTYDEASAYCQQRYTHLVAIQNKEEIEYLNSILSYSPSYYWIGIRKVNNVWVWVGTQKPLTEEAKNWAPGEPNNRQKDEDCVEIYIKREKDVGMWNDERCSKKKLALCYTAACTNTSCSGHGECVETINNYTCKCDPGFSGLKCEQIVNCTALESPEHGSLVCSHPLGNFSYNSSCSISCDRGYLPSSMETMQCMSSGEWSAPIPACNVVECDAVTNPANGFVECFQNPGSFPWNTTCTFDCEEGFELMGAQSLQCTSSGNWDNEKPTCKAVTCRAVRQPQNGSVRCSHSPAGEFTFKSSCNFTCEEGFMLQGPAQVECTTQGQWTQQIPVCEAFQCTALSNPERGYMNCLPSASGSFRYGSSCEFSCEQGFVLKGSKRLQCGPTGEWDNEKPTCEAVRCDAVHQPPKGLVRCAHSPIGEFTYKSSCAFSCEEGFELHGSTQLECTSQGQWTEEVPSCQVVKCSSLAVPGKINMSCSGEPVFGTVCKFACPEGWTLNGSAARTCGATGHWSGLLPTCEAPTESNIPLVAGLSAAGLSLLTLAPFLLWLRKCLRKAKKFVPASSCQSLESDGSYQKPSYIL
#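 Read-out basis: % PE-positive cells; Test system: HUVEC primary endothelial cells; Technique: immunofluorescence imaging; Dosing: single-point compound dose.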
# S100A4 inh HTS – blocks human S100A4 binding to myosin IIA peptide; P26447; S100A4/TAMRA-MyoIIA peptide fluorescence polarization; inhibition, % at 10.7 µM; 360,000 tested, 0.14% active; AID 652163;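 active means mean inhibition of at least 70% across replicates, with every replicate also reaching that level; inconclusive means mean inhibition reaches 70% but some replicates fall short; inactive means mean inhibition below 70%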
# Target sequence (P26447 whole entry, looked up): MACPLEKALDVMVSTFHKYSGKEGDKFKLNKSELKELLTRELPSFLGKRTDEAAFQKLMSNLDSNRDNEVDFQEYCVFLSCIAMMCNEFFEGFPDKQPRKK
#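 Material: S100A4 monomer (human). Medium: Calcium-containing HEPES buffer, pH 7.2. Probe or stimulus: labelled myosin peptide probe, 5 nM. Compound dosing: one concentration per compound. Timing: polarization read 5 min after assay mix addition, stable 5–60 min. Benchmarks: DMSO as neutral control, TFP as positive control.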
# SIRT5 block – inhibitors of human sirtuin-5 desuccinylase; Purified SirT5, succinyl-peptide AMC, trypsin-coupled fluorescence; inhibition, % at 15 µM; 330,000 tested, 1.1% active; AID 652115; in the data active means inhibition above about 15%; inconclusive means no clear call, values can overlap the other calls
# Target sequence (Q9NXA8 whole entry, looked up): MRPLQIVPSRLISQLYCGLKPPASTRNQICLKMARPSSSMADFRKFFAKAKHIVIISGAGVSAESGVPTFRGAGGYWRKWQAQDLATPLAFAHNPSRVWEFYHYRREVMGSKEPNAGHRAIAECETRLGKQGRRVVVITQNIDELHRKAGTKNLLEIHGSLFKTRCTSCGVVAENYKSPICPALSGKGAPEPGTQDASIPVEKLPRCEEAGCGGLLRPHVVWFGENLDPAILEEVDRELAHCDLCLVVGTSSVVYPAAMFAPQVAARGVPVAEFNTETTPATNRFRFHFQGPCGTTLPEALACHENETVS
# ERp5 block – blocks human ERp5 reductase activity on insulin. inhibition, % at 9.99 µM. AID 651711. 350,000 tested, 0.05% active. Q15084. ERp5 insulin aggregation, absorbance 650 nm, 90 min;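 active means mean replicate inhibition above about 25%, with every replicate also reaching it, limit read from the data, passing the limit was not always enough; inconclusive means only one of those two criteria met; inactive means neither criterion met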
# C2C12 statin – protects C2C12 myotubes from simvastatin toxicity; ATP luminescence, 48 h; scaled: DMSO 0, geranylgeraniol control 100; 330,000 tested, 0.78% active; AID 602340; rescue of ATP level, % at 7.49 µM;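 active means mean ATP rescue above about 67%, or every replicate alone reaching that limit, limit read from the data, passing the limit was not always enough; inconclusive means no clear call, values can overlap the other calls; inactive means mean under the limit and some replicate under it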;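 further: myotubes were challenged with 10 µM simvastatin during compound exposure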
# DENV2 CPE rescue – protects cells from dengue virus 2 cytopathic effect. 350,000 tested, 1.7% active. DENV2-infected cells, cytopathic effect rescue, plate reader. CPE inhibition, % at 9.99 µM; in the data active means CPE inhibition above about 20%, passing the limit was not always enough; inconclusive means no clear call, values can overlap the other calls; tested in BHK-21 cells;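 further: 0% = median of neutral control wells and 100% = median of positive control wells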
# PglD inh – PglD (C. jejuni) enzyme inhibition. purified PglD enzyme, DTNB colorimetric CoA detection. inhibition, % at 12.5 µM. 360,000 tested, 0.098% active. AID 602405; in the data active means inhibition above about 16%, passing the limit was not always enough; inconclusive means no clear call, values can overlap the other calls; further: strong numbers were not always called active
# Numbers without * were called inactive; ? = inconclusive; · = not tested or not shown.
SMILES,E-sel inducer,S100A4 inh HTS,SIRT5 block,ERp5 block,C2C12 statin,DENV2 CPE rescue,PglD inh
COc1ccc(S(=O)(=O)Nc2ccc3c(c2)C(=O)N([C@H](C)CO)C[C@H](C)[C@H](CN(C)S(=O)(=O)c2cn(C)cn2)OCCCC[C@@H](C)O3)cc1,0.0,-5,-3,9,·,-6,-3
CC1(c2ccc(OCC#N)cc2)C=C(c2ccc(OCC#N)cc2)n2nc(C(F)(F)F)nc2N1 (configuration not stated),0.1,-16,-4,-6,·,10,·
C[C@@H]1CN([C@@H](C)CO)C(=O)Cc2cc(NC(=O)CCC(F)(F)F)ccc2O[C@H]1CN(C)S(=O)(=O)c1ccccc1,-0.1,6,-2,0,-9,-2,0
CN(CC(=O)Nc1cccc(F)c1)C(=O)/C=C/c1ccc2ccccc2n1,-1.0,1,-5,0,0,6,4
COc1ccc(CC(=O)Nc2ccccc2NC(=O)Cc2ccc(OC)cc2)cc1,·,-3,-4,2,6,-10,1
Cc1ccc(S(=O)(=O)CS(=O)(=O)c2ccc(C)cc2)cc1,-0.2,-1,-1,1,·,-2,·
CC1(Cc2cc(Cl)ccc2C(F)(F)F)C(=O)Nc2ccc(-c3ccc(F)c(Cl)c3)cc21 (configuration not stated),0.0,4,·,-1,2,-1,-8
CC(=O)N1CC2(C1)[C@H](c1ccccc1)[C@@H](CO)N2C(=O)c1cnccn1,0.1,6,-1,1,·,1,·
COc1cc2c(cc1OC(C)=O)CCCCC2=O,0.0,-2,-4,-4,13,-1,-4
C=C[C@H](COC(C)=O)N(C(=O)OC(C)(C)C)S(=O)(=O)c1ccc(Br)cc1,·,-3,-6,-2,·,2,0
C[C@H](CO)N1C[C@H](C)[C@@H](CN(C)C(=O)c2cc(Cl)cc(Cl)c2)OCc2ccccc2-c2ccccc2C1=O,-0.1,2,8,-2,·,11,·
NCCN1CCN(CC(=O)N2c3ccccc3C(=O)Nc3cccnc32)CC1,0.0,3,-2,2,10,-1,4
Cc1noc(C)c1NC(=O)Nc1ccc2c(c1)C(=O)N([C@@H](C)CO)C[C@@H](C)[C@@H](CN(C)Cc1ccccc1)O2,0.0,8,-2,-5,10,6,-4
C[C@@H]1CN([C@H](C)CO)S(=O)(=O)c2ccc(C3=CCCCC3)cc2O[C@@H]1CN(C)Cc1ccccc1F,·,-10,1,3,-37,2,0
CN1C(=O)c2cc(NC(=O)c3cccc(F)c3)ccc2OC[C@@H]2O[C@H](CC(=O)NCc3ccccc3)CC[C@H]21,0.4,·,·,·,-23,-2,3
CCCNC(=O)N1C[C@@H](C)[C@@H](OC)CN(C)C(=O)c2ccc(NC(=O)CC)cc2OC[C@@H]1C,-0.1,5,2,14,25,6,-3
COc1ccc(CC(N)c2csc(NC(=O)Nc3ccc(OC)cc3)n2)cc1 (configuration not stated),0.3,6,·,0,-11,?,3
CC1CC1C(=O)N(C)CC(=O)Nc1ccc(Cl)c(C(F)(F)F)c1 (configuration not stated),-0.5,0,-3,-3,-16,-5,6
O=C(Nc1ccc(Cl)cc1)N[C@H]1CC[C@@H](CCn2cc(Cc3ccccc3)nn2)O[C@H]1CO,-2.5,-2,5,4,-1,46*,0
O=C(C[n+]1ccn(CCCNP2(=O)C=C(c3ccccc3)OC(c3ccccc3)=C2)c1)c1cccs1,2.8,1,-11,-3,·,·,·
COc1ccc(NC(=O)CSc2ccc3nnc(-c4ccccn4)n3n2)cc1OC,2.6,3,-1,2,·,-10,2
Cc1ccc(S(=O)(=O)N(C)C[C@@H]2OCCCC[C@@H](C)Oc3ccc(NC(=O)Nc4ccc(F)cc4)cc3C(=O)N([C@H](C)CO)C[C@H]2C)cc1,0.2,3,-1,-2,·,?,-5
CC(=O)c1cccc(NC(=O)c2cnn(-c3ccccc3)c2C)c1,·,-3,0,2,-5,-3,3
Cc1ccc(Nc2nc3ccccc3c(=O)[nH]2)cc1C,·,-2,-6,-2,·,-1,·
CC(=O)c1cccc(OCc2cc(C(=O)N(C)Cc3cnccn3)no2)c1,·,43,-3,1,·,13,0

# Part of the list above, showing only SIRT5 block, C2C12 statin and ERp5 block:
SMILES,SIRT5 block,C2C12 statin,ERp5 block
C=C[C@H](COC(C)=O)N(C(=O)OC(C)(C)C)S(=O)(=O)c1ccc(Br)cc1,-6,·,-2
C[C@H](CO)N1C[C@H](C)[C@@H](CN(C)C(=O)c2cc(Cl)cc(Cl)c2)OCc2ccccc2-c2ccccc2C1=O,8,·,-2

# (further entries)
SMILES,E-sel inducer,S100A4 inh HTS,SIRT5 block,ERp5 block,C2C12 statin,DENV2 CPE rescue,PglD inh
COCCN1C(=O)COc2ccccc2C1C(=O)NC1CCCCC1 (configuration not stated),·,-2,-2,2,·,-2,·
CCCC(=O)Nc1ccc2c(c1)OC[C@H](C)N(CCC(F)(F)F)C[C@H](C)[C@@H](OC)CN(C)C2=O,-0.2,131*,0,15,·,31*,·
C/C(=N/Nc1ccc(Cl)cc1)c1cnnc(-c2ccccc2)n1,1.7,-2,-1,5,·,-4,·
CCN1/C(=C/c2ccc3cc(C)ccc3[n+]2CC)Sc2cc(C)ccc21,·,-35,-4,8,-55,-6,-4
O=C(Cn1cnc2ccccc2c1=O)c1ccc(Br)cc1,2.7,-1,-3,0,-3,-6,1
CC1CCCN(c2ccc(F)cc2N)C1 (configuration not stated),1.4,-12,-3,5,·,4,·
O=C(CSc1nnc(CNC(=O)c2c(F)cccc2Cl)o1)NCc1ccccc1,·,-6,0,3,2,-8,0
COC(=O)[C@]12C[C@H](CC(=O)NCc3cccc4ccccc34)C(=O)N(CCc3ccc(OC)c(OC)c3)C1=C[C@H](C(C)(C)C)O[C@@H]2C,-0.1,23,·,0,·,4,·
Cc1noc(C)c1S(=O)(=O)Nc1ccc2c(c1)C(=O)N([C@@H](C)CO)C[C@@H](C)[C@H](CN(C)Cc1ccc(-c3ccccc3)cc1)O2,1.3,-2,8,-6,·,36*,-1
C[C@H](CO)N1C[C@H](C)[C@H](CN(C)Cc2cccc(C(F)(F)F)c2)Oc2ncc(/C=C/c3ccccc3)cc2C1=O,0.5,-14,5,-3,-61,20,-2
O=C1CN(C(=O)c2ccc(Br)o2)C(c2ccccc2)c2cc(Cl)ccc2N1 (configuration not stated),0.4,-2,1,8,49,-1,-4
CCCc1c(C(=O)NNc2cccc(Cl)c2)cnn1-c1ccccc1,2.0,0,·,-3,·,2,·
C[C@@H]1CN([C@@H](C)CO)C(=O)c2cc(-c3ccccc3F)cnc2O[C@@H]1CN(C)C(=O)c1ccccn1,-0.3,22,0,0,-7,19,1
CN1C(=O)c2cc(NC(=O)c3cccc(C(F)(F)F)c3)ccc2OC[C@@H]2O[C@H](CC(=O)NCCN3CCCC3)CC[C@H]21,-0.2,-3,-7,-1,-1,2,-2
COc1cc(S(=O)(=O)NC(Cc2c[nH]c3ccccc23)C(=O)O)ccc1NC(C)=O (configuration not stated),0.0,-3,-2,0,-12,-4,9
COc1ccc(-c2nnn(CC(=O)N(CCCN3CCOCC3)C(C(=O)NC3CCCC3)c3ccc(C)o3)n2)cc1 (configuration not stated),·,5,-6,-3,·,-3,·
O=[N+]([O-])c1ccccc1/C=C/CN1CCN(Cc2ccc3c(c2)OCO3)CC1,·,-9,5,-1,1,47*,7
Cc1cccc(CNC(=O)CC2C(=O)NCCN2C2CCCC2)c1 (configuration not stated),-0.1,-4,-1,5,9,-4,5
O=C(NCc1ccccn1)c1ccc(Br)s1,·,0,-1,3,-22,·,-3
CCOC(=O)CCNC(=O)N1CCCC(N(C)CCc2ccc(OC)c(OC)c2)C1 (configuration not stated),-0.1,-13,1,0,0,8,7
Cc1cc(NC(=O)COC(=O)CNC(=O)c2cccs2)c([N+](=O)[O-])cc1C,-0.7,-1,5,4,6,-1,0
CN(C)C(CNC(=O)c1cc(S(=O)(=O)N2CCOCC2)ccc1Cl)c1cccs1 (configuration not stated),0.1,-1,-2,-2,-8,2,7
COc1cccc(NC(=O)CN(C)C(=O)C(C)Sc2ccccc2)c1 (configuration not stated),2.8,-7,2,4,-3,1,3

# Not a retest: an excerpt of the list.
SMILES,E-sel inducer,S100A4 inh HTS,SIRT5 block,ERp5 block,C2C12 statin,DENV2 CPE rescue,PglD inh
COCCN1C(=O)COc2ccccc2C1C(=O)NC1CCCCC1 (configuration not stated),·,-2,-2,2,·,-2,·
CCCC(=O)Nc1ccc2c(c1)OC[C@H](C)N(CCC(F)(F)F)C[C@H](C)[C@@H](OC)CN(C)C2=O,-0.2,131*,0,15,·,31*,·
C/C(=N/Nc1ccc(Cl)cc1)c1cnnc(-c2ccccc2)n1,1.7,-2,-1,5,·,-4,·
CCN1/C(=C/c2ccc3cc(C)ccc3[n+]2CC)Sc2cc(C)ccc21,·,-35,-4,8,-55,-6,-4
O=C(Cn1cnc2ccccc2c1=O)c1ccc(Br)cc1,2.7,-1,-3,0,-3,-6,1
CC1CCCN(c2ccc(F)cc2N)C1 (configuration not stated),1.4,-12,-3,5,·,4,·
O=C(CSc1nnc(CNC(=O)c2c(F)cccc2Cl)o1)NCc1ccccc1,·,-6,0,3,2,-8,0
COC(=O)[C@]12C[C@H](CC(=O)NCc3cccc4ccccc34)C(=O)N(CCc3ccc(OC)c(OC)c3)C1=C[C@H](C(C)(C)C)O[C@@H]2C,-0.1,23,·,0,·,4,·
Cc1noc(C)c1S(=O)(=O)Nc1ccc2c(c1)C(=O)N([C@@H](C)CO)C[C@@H](C)[C@H](CN(C)Cc1ccc(-c3ccccc3)cc1)O2,1.3,-2,8,-6,·,36*,-1
C[C@H](CO)N1C[C@H](C)[C@H](CN(C)Cc2cccc(C(F)(F)F)c2)Oc2ncc(/C=C/c3ccccc3)cc2C1=O,0.5,-14,5,-3,-61,20,-2
O=C1CN(C(=O)c2ccc(Br)o2)C(c2ccccc2)c2cc(Cl)ccc2N1 (configuration not stated),0.4,-2,1,8,49,-1,-4
CCCc1c(C(=O)NNc2cccc(Cl)c2)cnn1-c1ccccc1,2.0,0,·,-3,·,2,·
C[C@@H]1CN([C@@H](C)CO)C(=O)c2cc(-c3ccccc3F)cnc2O[C@@H]1CN(C)C(=O)c1ccccn1,-0.3,22,0,0,-7,19,1
CN1C(=O)c2cc(NC(=O)c3cccc(C(F)(F)F)c3)ccc2OC[C@@H]2O[C@H](CC(=O)NCCN3CCCC3)CC[C@H]21,-0.2,-3,-7,-1,-1,2,-2
COc1cc(S(=O)(=O)NC(Cc2c[nH]c3ccccc23)C(=O)O)ccc1NC(C)=O (configuration not stated),0.0,-3,-2,0,-12,-4,9
COc1ccc(-c2nnn(CC(=O)N(CCCN3CCOCC3)C(C(=O)NC3CCCC3)c3ccc(C)o3)n2)cc1 (configuration not stated),·,5,-6,-3,·,-3,·
O=[N+]([O-])c1ccccc1/C=C/CN1CCN(Cc2ccc3c(c2)OCO3)CC1,·,-9,5,-1,1,47*,7
Cc1cccc(CNC(=O)CC2C(=O)NCCN2C2CCCC2)c1 (configuration not stated),-0.1,-4,-1,5,9,-4,5

# These rows are one share of the data; the hit share may differ from the screen's.
